Hep lipid drop = modulators of hepatic lipid droplet formation; inhibition, % at 6.5 µM; 0.4% of 240,000 active; AID 1656; AML12 mouse hepatocytes, oleate lipid droplets, BODIPY imaging;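 active = lipid droplet intensity inhibited by at least 50%, with more than 500 cells counted; inconclusive = wells with under 300 cells, treated as cytotoxic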
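Material: mouse AML12 hepatocyte cell line, fixed after treatment; Timing: compound with oleate, overnight; Technique: high-content imaging of BODIPY-stained droplets and DAPI nuclei; Probe or stimulus: oleate, 100 µM final; Dosing: compound at 6.5 µM only.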
XIAP displacement = XIAP antagonists, biochemical, IAP family, fluorescence polarization (AID 1018); displacement, % at 20 µM; hits with a dose series show IC50 in µM; 0.007% of 200,000 active; XIAP BIR domain, fluorescence polarization peptide displacement; higher % means a stronger effect; in the data active = displacement above about 50%; note: a part of the inactive calls stands beside numbers as strong as those of hits
NS5 inhibitors = flavivirus cap methylation enzyme inhibition – biochemical, confirmation dose response, primary screen (AID 588689) | Dengue-2 NS5 methyltransferase capping enzyme assay, biochemical; higher % means a stronger effect | inhibition, % at 25 µM; hits with a dose series show IC50 in µM | 0.3% of 340,000 active; in the data active = a potency from the dose series; inconclusive = inhibition above about 29% without an active follow-up result
LYP phosphatase = PTPN22 lymphoid phosphatase activity blockers – biochemical, fluorescence intensity, uHTS (AID 1779); recombinant LYP phosphatase, fluorescence intensity; higher % means a stronger effect; one-dose inhibition, % at 11.5 µM; IC50 in µM for titrated hits; 0.054% of 290,000 active;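 note: plate controls were vehicle with enzyme for no effect and no enzyme for full effect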
NOD2 inhibition = inhibition of NOD2-driven NF-kB reporter – cell-based, luminescence, uHTS, HEK293 (AID 1566) | HEK293 NOD2/NF-kB luciferase reporter, luminescence; higher % means a stronger effect | 0.63% of 290,000 active | inhibition, % at 4 µM, or EC50 in µM where a hit was titrated; note: many of its hits are not listed in these tables
Myeloid diff MLP = promotes myeloid progenitor differentiation. ER-HoxA9 myeloid progenitors, lysozyme-GFP differentiation, flow cytometry. calls only at 10 µM. 1% of 360,000 active. AID 624256;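 active = normalized GFP-positive differentiation at or above the plate's own cutoff, the solvent-only control mean plus 3 SD; inconclusive = no clear call, values can overlap the other calls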;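 note: cells exposed to compound for four days before flow analysis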
SIAH1 antagonists = blockers of Siah-1 interaction with plectin peptide – biochemical, fluorescence polarization, rhodamine-plectin, uHTS, primary screen (AID 1817); displacement, % at 20 µM, or IC50 in µM where a hit was titrated; 0.02% of 290,000 active; Siah-1 / rhodamine-plectin peptide fluorescence polarization; higher % means a stronger effect;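 active = displacement of at least 50% at 20 µM, with a fluorescence ratio check between 0.3 and a set limit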;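 note: plate controls were Siah plus tracer with DMSO for no effect and tracer alone without Siah for full effect; strong numbers were not always called active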
AID2073 = disruptors of CaV2.2 binding to Mint1 – biochemical, HTRF (AID 2073); HTRF protein-protein interaction, Mint1-CaV2.2; higher % means a stronger effect; inhibition, % at 20 µM; hits with a dose series show IC50 in µM; 0.19% of 290,000 active; in the data active = inhibition mostly above about 51%, no sharp cut-off; inconclusive = no clear call, values can overlap the other calls; inactive = mostly below about 53%; note: some results filed as inactive read as strong as hits
HIV fusion peptide = cell-free HIV fusion peptide-binding blockers – biochemical, uHTS, fluorescence dequenching, primary screen (AID 1986) | cell-free peptide binding, fluorescence dequenching, 30 min; higher % means a stronger effect | one-dose inhibition, % at 20 µM; IC50 in µM for titrated hits | 0.3% of 290,000 active; in the data active = inhibition mostly above about 52%, no sharp cut-off; inactive = mostly below about 76%; note: some results filed as inactive read as strong as hits
Hep lipid drop cells 6.5 µM = further read-out of Hep lipid drop, marked with its call; cell count; measured here: cell count, cytotoxicity flag;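 cells counted across two imaged fields per well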
NS5 inhibitors pilot replicate = second read-out of NS5 inhibitors, no call of its own (marks repeat the call); inhibition, %; measured here: pilot screen replicate inhibition
Myeloid diff MLP GFP+ MAC1+ % = also measured in Myeloid diff MLP; calls as there; GFP+ MAC1+ double positive, %; measured here: differentiation confirmed by MAC1 staining
The depositor's hits bear a star; i = inactive; u = inconclusive; x = no result given; + = active, no number. Cut-off read from the data, not from the text of the source, unless noted: active = inhibition above about 50%; inactive = the rest. These rows are one share of the data; count on the stated rates, not on these rows.

Start of the data: the first 8 entries, to show the layout:
SMILES | Hep lipid drop | Hep lipid drop cells 6.5 µM | XIAP displacement | NS5 inhibitors | LYP phosphatase | NOD2 inhibition | Myeloid diff MLP | Myeloid diff MLP GFP+ MAC1+ % | SIAH1 antagonists | AID2073 | HIV fusion peptide | others
COc1ccc(C(C)(C)C)cc1NC(=O)CNc1cccc2ccccc12 | -6 | 617 | -1.6% | -2% | -3% | 2% | i | 0.3 | 8% | -7% | 5.4%
Cc1cc(C(=O)OCC(=O)Nc2sc3c(c2C#N)CCC(C)C3)c2ccccc2n1 (configuration not stated) | -2 | 610 | -3.3% | -20% | 14% | 17% | i | 1.3 | 20% | 23% | 42%
Cc1cc(NC(=O)CCC(=O)N(CC(=O)NC2CCCC2)c2ccccc2)no1 | 12 | 745 | 0.2% | -2% | -2% | -10% | i | 0.9 | 1% | -3% | 1.2%
Cc1c(C(=O)N(C)Cc2ccccc2)oc2c(Cl)cccc12 | -53 | 821 | x | 2% | -1% | 11% | i | 0.7 | -1% | -7% | -0.6%
C[C@@H](Oc1ccccc1)c1nnn(Cc2ccccc2)c1-c1c([C@@H](C)Oc2ccccc2)nnn1Cc1ccccc1 | 7 | 748 | x | x | -5% | -29% | x | x | -1% | u | 1.0%
COc1ccc(N2CCN(S(=O)(=O)c3ccc(Cl)c(C(F)(F)F)c3)CC2)cc1 | -14 | 563 | -4.4% | 4% | 2% | 1% | i | 0.9 | 0% | 6% | 1.1% | NS5 inhibitors pilot replicate=0.3
N#CCCn1cc(C(=O)Nc2ccc(C(=O)O)cc2)c(-c2cc3ccccc3o2)n1 | 8 | 701 | -4.8% | 1% | 5% | -9% | i | 0.3 | 1% | 5% | 4.8%
CCC(C)c1ccc(NC(=O)CN(C)CC(=O)Nc2cccc(OC)c2)cc1 (configuration not stated) | 2 | 711 | -1.0% | -2% | -3% | 14% | i | 0.3 | 2% | -6% | 0.7%

Results, previewed entries included:
SMILES | Hep lipid drop | Hep lipid drop cells 6.5 µM | XIAP displacement | NS5 inhibitors | LYP phosphatase | NOD2 inhibition | Myeloid diff MLP | Myeloid diff MLP GFP+ MAC1+ % | SIAH1 antagonists | AID2073 | HIV fusion peptide | others
COc1ccc(C(C)(C)C)cc1NC(=O)CNc1cccc2ccccc12 | -6 | 617 | -1.6% | -2% | -3% | 2% | i | 0.3 | 8% | -7% | 5.4%
Cc1cc(C(=O)OCC(=O)Nc2sc3c(c2C#N)CCC(C)C3)c2ccccc2n1 (configuration not stated) | -2 | 610 | -3.3% | -20% | 14% | 17% | i | 1.3 | 20% | 23% | 42%
Cc1cc(NC(=O)CCC(=O)N(CC(=O)NC2CCCC2)c2ccccc2)no1 | 12 | 745 | 0.2% | -2% | -2% | -10% | i | 0.9 | 1% | -3% | 1.2%
Cc1c(C(=O)N(C)Cc2ccccc2)oc2c(Cl)cccc12 | -53 | 821 | x | 2% | -1% | 11% | i | 0.7 | -1% | -7% | -0.6%
C[C@@H](Oc1ccccc1)c1nnn(Cc2ccccc2)c1-c1c([C@@H](C)Oc2ccccc2)nnn1Cc1ccccc1 | 7 | 748 | x | x | -5% | -29% | x | x | -1% | u | 1.0%
COc1ccc(N2CCN(S(=O)(=O)c3ccc(Cl)c(C(F)(F)F)c3)CC2)cc1 | -14 | 563 | -4.4% | 4% | 2% | 1% | i | 0.9 | 0% | 6% | 1.1% | NS5 inhibitors pilot replicate=0.3
N#CCCn1cc(C(=O)Nc2ccc(C(=O)O)cc2)c(-c2cc3ccccc3o2)n1 | 8 | 701 | -4.8% | 1% | 5% | -9% | i | 0.3 | 1% | 5% | 4.8%
CCC(C)c1ccc(NC(=O)CN(C)CC(=O)Nc2cccc(OC)c2)cc1 (configuration not stated) | 2 | 711 | -1.0% | -2% | -3% | 14% | i | 0.3 | 2% | -6% | 0.7%
CCCc1nnc(SCC(=O)Nc2nnc(CC)s2)n1CC1CCCO1 (configuration not stated) | 15 | 806 | x | -10% | -9% | 15% | i | 0.2 | 11% | 5% | 0.0%
COc1ccc(C(=O)N2CC3(CC(c4ccc(Cl)cc4)=NO3)C[C@H]2C(=O)NCC(N)=O)cc1 (some centres not stated) | x | x | 1.3% | -2% | -9% | 22% | i | 2.6 | -1% | -10% | -2.5%
CCOc1ccc(S(=O)(=O)N(CCO)CCO)cc1-c1nc2c(C(C)(C)C)nn(C)c2c(=O)[nH]1 | 15 | 763 | -3.1% | -6% | -6% | 8% | i | 0.9 | 8% | -3% | 0.2%
CCOc1ccc(CC(=O)Nc2nccs2)cc1 | 4 | 655 | -4.9% | -1% | -6% | 10% | i | 0.9 | 2% | 2% | -1.1%
COC(=O)c1sccc1-n1cccc1C(=O)C(=O)N1CCCCC1 | -6 | 828 | -9.2% | 0% | -13% | -11% | i | 0.7 | -3% | -9% | -3.5%
CC(C)(C)SCCNC(=O)/C=C/c1ccc(F)cc1 | -5 | 617 | -9.5% | 4% | -8% | -41% | i | 0.5 | 2% | -4% | -1.5%
COc1ccccc1NS(=O)(=O)c1ccc(/C=C/C(=O)O)cc1 | 33 | 708 | -3.2% | -11% | -5% | -2% | i | 0.3 | 4% | 3% | 0.9%
CN(CC1CCCO1)S(=O)(=O)c1ccc(C(=O)Nc2nc(-c3ccccn3)cs2)cc1 (configuration not stated) | 16 | 728 | -6.8% | -2% | 0% | 13% | i | 2.3 | -7% | 5% | -0.8%
CC(O)c1cc2c(cc1NC(=O)c1cnn3c1NC(c1ccco1)CC3C(F)(F)F)OCO2 (configuration not stated) | 5 | 799 | -4.4% | -5% | -2% | 4% | i | 0.8 | -8% | -7% | 2.4%
CC1CN(C(=O)c2cccc(COc3ccc(Br)cc3)c2)CC(C)O1 (configuration not stated) | -6 | 579 | -3.5% | -4% | -4% | -69% | i | 1.2 | 6% | 1% | 0.1%
COc1cc(OC)c(C(=O)OCC(=O)NC2CCCC2)cc1OC | 6 | 827 | x | -1% | -8% | 18% | i | 0.3 | -2% | 3% | 0.6%
Cc1nc(NC(=O)c2ccccc2)sc1-c1csc(Nc2cccc(F)c2)n1 | x | x | -3.1% | x | 2% | 12% | x | x | 0% | 0% | 2.3%
CC(=O)Nc1ccc(S(=O)(=O)N2CCN(C(C)CCc3ccccc3)CC2)cc1 (configuration not stated) | 1 | 766 | -2.6% | -12% | -5% | 5% | i | 0.9 | 8% | -2% | 0.9%
COC(=O)C1=C(C)Nc2nc(-c3ccccc3)nn2C1c1ccc(C)o1 (configuration not stated) | x | x | -0.2% | -2% | -5% | -26% | i | 10 | 3% | -5% | 0.3%
COc1ccc(C(=O)Nc2nccs2)cc1OC | -15 | 713 | -1.6% | 0% | -5% | -52% | + | 2.3* | 2% | 0% | 0.0%
O=C(c1ccc(Cl)c(S(=O)(=O)N2CCOCC2)c1)N1CCCC1 | 1 | 848 | x | -4% | -7% | -14% | i | 0.4 | -1% | 8% | 1.0%
COc1ccc(CC(=O)N/N=C(\C)CC(=O)Nc2cccc(F)c2)cc1 | 7 | 828 | x | 2% | -1% | 10% | i | 1.3 | 1% | 10% | 1.1%
COc1ccc(Nc2ncnc3sccc23)cc1 | 31 | 448 | x | -10% | -9% | -17% | i | 1.5 | 0% | 3% | 1.3%
COc1cccc(/C=N/NC(=O)CCCC(=O)Nc2ccc(Br)cc2)c1 | 26 | 688 | -0.7% | -3% | -3% | 17% | i | 0.2 | 8% | 5% | -1.5%
C=CCNC(=O)CN1CCC(c2nc3cc(C)c(C)cc3[nH]2)CC1 | -5 | 821 | x | -9% | -4% | -7% | i | 0.3 | -2% | 7% | 0.0%
Cc1ccc(NC(=O)C2CCN(S(=O)(=O)c3ccc4[nH]c(=O)ccc4c3)CC2)c(C)c1 | -7 | 742 | x | 1% | -2% | 1% | i | 0.9 | 11% | 13% | 0.9%
COc1cc(/C=N/NC(=S)NCCc2ccccc2)cc(OC)c1OC | 3 | 670 | x | 5% | 0% | 22% | i | 0.4 | -5% | 8% | -2.4%
COc1ccc(CCCc2nnc(SCC(=O)Nc3ccc(OC)cc3)o2)cc1 | 3 | 723 | -4.4% | -2% | -9% | 5% | i | 0.8 | 10% | 8% | 2.6%
COCCNC(=O)/C=C/c1c(Cl)cccc1Cl | 2 | 734 | 0.9% | 1% | -5% | 15% | i | 0.9 | 3% | 8% | -0.2%
O=C(CCCn1cc([N+](=O)[O-])cn1)Nc1ccc2c(c1)OCO2 | x | x | x | -1% | -4% | 8% | i | 0.3 | -2% | -5% | -1.3%
Cc1cccc(C)c1OCc1cc(C(=O)N2CCN(c3ccccn3)CC2)no1 | 0 | 652 | x | -9% | -5% | 11% | i | 0.6 | -4% | 3% | -1.0%
CCn1cnc2c1c(=O)n(Cc1csc(-c3ccccc3)n1)c(=O)n2Cc1ccccc1 | x | x | -4.9% | 4% | -7% | 9% | i | 1.7 | 1% | 6% | -2.5%
Cc1nnn(C23CC4CC(CC(CC(=O)Nc5ccc(C)c(Cl)c5)(C4)C2)C3)n1 | -3 | 610 | -6.0% | -3% | 0% | 10% | i | 0.4 | 3% | -6% | -1.9%
CCOC(=O)c1cc(-c2ccccc2)sc1NC(=O)COC | -18 | 544 | -11% | -6% | -3% | -5% | i | 0.1 | -1% | -4% | -2.0%
CC1=C(C(=O)OC2CCCCC2)C(c2cccnc2)n2nnnc2N1 (configuration not stated) | 17 | 742 | -8.1% | -2% | -5% | 5% | i | 2.3 | 1% | -7% | -2.8%
CSc1cccc(NC(=O)C2C3C=CC4(O3)C2C(=O)N(CCN2CCOCC2)C4C(=O)NC2CCCCC2)c1 (configuration not stated) | -16 | 751 | x | -4% | 0% | -10% | i | 1.7 | 2% | 7% | 1.5%
Cc1ccc(NC(=O)CCc2c(C)nn(-c3ccc(N4CCCCC4)nn3)c2C)cc1C | 13 | 629 | x | -2% | -10% | -1% | i | 2.5 | -9% | 23% | -2.3%
O=C1CCCN1CCCNS(=O)(=O)c1ccccc1 | 8 | 876 | x | -1% | -10% | 17% | i | 1.5 | -4% | 8% | -0.3%
COc1ccc(/C=N/NC(=O)C(C)N(c2ccc(OC)cc2)S(C)(=O)=O)cc1 (configuration not stated) | 14 | 693 | -1.1% | 0% | 0% | 13% | i | 0.2 | 9% | 11% | -2.0%
CN1CCN(C2=Cc3ccccc3Sc3cc(F)c(F)cc32)CC1 | -2 | 679 | -7.0% | -2% | -3% | 4% | i | 1.1 | -2% | 0% | -2.3%
CC(=O)CCc1oc2ccc(C)cc2c1Cc1ccccc1 | -18 | 827 | x | -8% | 0% | 6% | x | x | -4% | 12% | 2.9%
C=C(C)c1cccc(C(C)(C)NC(=O)N2CCC(C(N)=O)CC2)c1 | 13 | 612 | -7.5% | -1% | 0% | -4% | i | 0.8 | -4% | 5% | -0.9%

Screens as filed in PubChem.
